# ARNT-TACC3 inh: ARNT/TACC3 interaction disruption; actives 0.66% (n = 390,000); AlphaScreen His-ARNT PAS-B/GST-TACC3 binding, luminescence; TACC3 fragment carries E629A point mutation; Q9Y6A5; inhibition, % at 9.99 µM;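 active = mean inhibition of replicates at least 50% and at least half of replicates each reaching 50%; inconclusive = half or more replicates reach 50% but mean below 50%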;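 note: 0% = complete ARNT plus TACC3 wells and 100% = ARNT alone without TACC3; many hits fall short of the cut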
# CFTR F508del cor: CFTR F508del correction in bronchial cells; actives 0.36% (n = 350,000); CFBE cells, YFP halide quenching; stimulated with forskolin plus potentiator P3; % fluorescence drop versus neutral controls; AID 720511; activity (quench increase), % at 7.58 µM;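 active = mean added fluorescence quench of at least 8% versus neutral control, with both replicates also reaching 8%; inconclusive = only one of the mean or replicate conditions met; inactive = mean below 8% and not both replicates reaching 8%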;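 note: cells transiently co-express mutant CFTR-F508del with the halide-sensitive YFP; corrector assay measuring rescue of mutant channel to the surface after 24 h compound exposure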
# EWS-Fli block: EWS/Fli transcriptional activity inhibition | actives 0.67% (n = 350,000) | inhibition, % at 12.6 µM | A673 NR0B1-luciferase reporter, viability-normalised | AID 651661;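 active = mean inhibition of at least 50% after viability correction, with every replicate also passing that limit; inconclusive = mean reaches 50% but only one of two replicates passes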;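 note: firefly luciferase signal divided by Alamar Blue viability fluorescence both relative to DMSO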
# PAX8 reporter: PAX8 transcriptional activity inhibition; RMG-I TPO-luciferase reporter, SteadyGlo, 24 h; actives 1.2% (n = 360,000); inhibition, % at 12.6 µM;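 active = mean replicate inhibition at least 60% with every replicate also reaching 60%; inconclusive = only one of the two criteria is met; inactive = mean below 60% and not all replicates reaching 60%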;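 note: luciferase light reporting Pax8 driven TPO promoter activity; plate controls were median of neutral control wells for no effect and mitoxantrone controls for full effect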
# Xi reactivation: X-chromosome reactivation activator | activation, % at 7.58 µM | AID 743238 | XiGFP mouse fibroblasts, % GFP-positive cells imaging, 3 d; cells co-treated with 5-aza-dC sensitizer; scaled so ellipticine positive control = 100% | actives 0.055% (n = 360,000);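 active = mean normalized replicate activation at least 10% and every replicate at or above 10%; inconclusive = only one of the two criteria met; inactive = mean below 10% and not all replicates reach 10%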;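 note: 0% = median of on-plate neutral control wells and 100% = ellipticine 6 µM median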
#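 Material: SV40-immortalized XiGFP fibroblast cells, line 68-5-11 | Buffer or medium: DMEM containing 5-aza-dC | Dosing: One concentration, pinned | Times: 3 d treatment, 15 min room-temperature fixation | Controls: Ellipticine 6 µM positive control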
# ERp5 block: ERp5 (human) disulfide isomerase inhibition; Q15084; ERp5 insulin aggregation, absorbance 650 nm, 90 min; inhibition, % at 9.99 µM; actives 0.05% (n = 350,000);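 active = mean replicate inhibition above about 25%, with every replicate also reaching it, limit read from the data, passing the limit was not always enough; inconclusive = only one of those two criteria met; inactive = neither criterion met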
# Target sequence (Q15084 whole entry, looked up): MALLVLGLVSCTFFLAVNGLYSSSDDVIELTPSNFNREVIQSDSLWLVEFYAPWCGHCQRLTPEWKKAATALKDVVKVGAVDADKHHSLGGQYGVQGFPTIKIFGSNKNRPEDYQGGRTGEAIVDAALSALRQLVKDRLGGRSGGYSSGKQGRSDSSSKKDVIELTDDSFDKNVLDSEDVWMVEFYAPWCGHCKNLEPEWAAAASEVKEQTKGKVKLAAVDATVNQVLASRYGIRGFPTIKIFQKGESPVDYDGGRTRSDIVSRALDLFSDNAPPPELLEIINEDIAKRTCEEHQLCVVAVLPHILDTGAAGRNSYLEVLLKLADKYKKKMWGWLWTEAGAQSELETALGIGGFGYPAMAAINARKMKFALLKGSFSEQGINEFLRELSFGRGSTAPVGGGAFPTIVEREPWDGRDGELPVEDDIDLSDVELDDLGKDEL
# INS-1E GSIS act: primary screen for activators of insulin secretion dependent on glucose, INS-1E cells, GLuc reporter luminescence | INS-1E GLuc reporter insulin secretion, 2-3 h | activation, % at 16.6 µM | actives 0.61% (n = 370,000) | AID 743287;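 active = lowest replicate activation of at least 40%, so every replicate reaches that level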;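 note: 0% = median of neutral control wells and 100% = median of IBMX positive control wells; some compounds called inactive have numbers as strong as hits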
# DENV2 CPE rescue: protects cells from dengue virus 2 cytopathic effect | DENV2-infected cells, cytopathic effect rescue, plate reader | CPE inhibition, % at 9.99 µM | actives 1.7% (n = 350,000) | AID 651640; in the data active = CPE inhibition above about 20%, passing the limit was not always enough; inconclusive = no clear call, values can overlap the other calls; tested in BHK-21 cells;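 note: 0% = median of neutral control wells and 100% = median of positive control wells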
# Starred values were filed as active, the others as inactive; ? = inconclusive; · = not tested or not shown.
# A first look:
SMILES,PAX8 reporter,ARNT-TACC3 inh,DENV2 CPE rescue,EWS-Fli block,INS-1E GSIS act,CFTR F508del cor,ERp5 block,Xi reactivation
C[C@H](CO)N1C[C@H](C)[C@H](CN(C)C(=O)NC2CCCCC2)Oc2c(NC(=O)c3ccncc3)cccc2C1=O,8,5,-1,6,23,-0.9,4,-0.7
COc1ccc(C2C(C(=O)O)c3ccccc3C(=O)N2Cc2ccco2)cc1 (stereo not drawn),-3,-9,11,-9,-6,1.2,-1,0.0
COc1ccc(-n2cc(-c3ccccc3)c3c(N4CCOCC4)ncnc32)cc1,64*,-2,·,20,-31,-2.9,4,0.0

# The whole of this part, from the first entry:
SMILES,PAX8 reporter,ARNT-TACC3 inh,DENV2 CPE rescue,EWS-Fli block,INS-1E GSIS act,CFTR F508del cor,ERp5 block,Xi reactivation
C[C@H](CO)N1C[C@H](C)[C@H](CN(C)C(=O)NC2CCCCC2)Oc2c(NC(=O)c3ccncc3)cccc2C1=O,8,5,-1,6,23,-0.9,4,-0.7
COc1ccc(C2C(C(=O)O)c3ccccc3C(=O)N2Cc2ccco2)cc1 (stereo not drawn),-3,-9,11,-9,-6,1.2,-1,0.0
COc1ccc(-n2cc(-c3ccccc3)c3c(N4CCOCC4)ncnc32)cc1,64*,-2,·,20,-31,-2.9,4,0.0
OC[C@@H]1CN(Cc2ccc(-c3ccccc3)cc2)C[C@H](n2cnc3c(NCc4ccncc4)ncnc32)O1,33,·,?,3,-36,-1.6,15,0.2
COC(=O)c1sccc1NC(=S)NCc1ccc(Cl)cc1,17,25,5,10,-61,-0.6,1,·
C[C@H](NC(=O)c1ncn2c1c(=O)[nH]c1ccccc12)c1ccccc1,-8,·,15,-1,10,-5.4,-2,0.0
O=C(CN1CCN(Cc2ccccc2)CC1)N1N=CCC1c1ccccc1 (stereo not drawn),-6,0,2,-4,9,2.9,-8,0.3
COCCNC(=O)CCCn1c(=O)c2cc(OC)c(OC)cc2n(CC(=O)Nc2ccc(F)cc2)c1=O,-9,·,3,-10,-1,0.1,3,-0.4
COc1ccc(S(=O)(=O)NNC(=O)Nc2ccc(C)cc2C)c(OC)c1,9,-1,7,·,4,-2.1,2,-0.1
CCN(CC)c1ccc(C(=O)N/N=C/c2ccc(OC)cc2OC)cc1,2,0,10,4,-4,-0.6,1,0.0
O=C(CSc1ccc(Cl)cc1)N1CCN(c2ccc(Cl)cc2[N+](=O)[O-])CC1,·,-19,·,7,-3,1.2,9,·
Cc1cc(C)n2nc(C(=O)N/N=C/c3ccco3)nc2n1,-7,-15,5,-1,8,1.3,2,0.1
O=C(C[C@@H]1CC[C@@H]2[C@H](COC[C@H](O)CN2Cc2cccc(-c3ccncc3)c2)O1)N1CCCCC1,10,-5,6,6,-18,3.5,0,0.0
OCC[C@@H]1C[C@H](O)[C@@H](O)[C@@]2(OCc3cc(C(F)(F)F)ccc32)O1,-6,·,7,10,·,1.8,0,0.2
COc1ccc(NC(=O)c2cc(S(=O)(=O)N3CCOCC3)ccc2N2CCOCC2)cc1,-1,-5,-1,·,2,0.4,-2,0.0
Cc1ccc(S(=O)(=O)N(C)C[C@@H]2Oc3ccc(NC(=O)NC(C)C)cc3CC(=O)N([C@H](C)CO)C[C@@H]2C)cc1,6,-1,-1,2,17,3.0,0,0.2
O=C(Nc1ccccc1)c1cc(C2CCCCN2C(=O)c2cccs2)on1 (stereo not drawn),-3,·,-9,-31,-17,-1.1,-4,0.0
O=C(NC[C@H]1[C@@H](c2ccccc2)[C@@H](CO)N1C(=O)Cc1cccnc1)C1CCC1,-2,-2,26,0,5,-1.5,·,0.1
O=C(Nc1nc(-c2ccccn2)cs1)c1ccc2c(c1)OCCO2,-129,50*,-1,-34,4,5.0,0,0.1
COc1ccc(N=C2NC(=O)CS2)c([N+](=O)[O-])c1,-1,-2,-5,-10,12,1.6,0,0.2
CC(C)c1nc2sc3c(SCCN(C)C)ncnc3c2c2c1CCC2,9,2,-7,3,·,3.3,-12,0.0
CO[C@H]1CN(C)C(=O)c2ccc(NC(=O)Nc3cc(F)ccc3F)cc2OC[C@@H](C)NC[C@@H]1C,·,-4,-4,-20,-6,3.5,-3,0.0
CCOc1ccccc1C=C1SC(=S)N(CC)C1=O,-5,-18,-6,-12,·,-4.0,-4,0.2
C[C@@H]1CCCCO[C@H](CN(C)S(=O)(=O)c2ccc(Cl)cc2)[C@@H](C)CN([C@@H](C)CO)C(=O)c2cc(NC(=O)Nc3cccc4ccccc34)ccc2O1,0,-6,-6,3,-4,-0.2,3,0.3
CNC(=O)CSc1nnc(-c2ccco2)n1-c1cccc(C)c1,9,-1,-3,11,10,-1.4,2,0.3

# Continued:
SMILES,PAX8 reporter,ARNT-TACC3 inh,DENV2 CPE rescue,EWS-Fli block,INS-1E GSIS act,CFTR F508del cor,ERp5 block,Xi reactivation
COc1ccc(S(=O)(=O)Nc2ccc3c(c2)CC(=O)N([C@H](C)CO)C[C@@H](C)[C@@H](CN(C)S(=O)(=O)c2ccc(OC)cc2)O3)cc1,-14,7,?,11,-1,-3.1,-1,0.1
COc1cccc(S(=O)(=O)N(C)C[C@@H]2Oc3ncc(C#CC(C)C)cc3C(=O)N([C@@H](C)CO)C[C@@H]2C)c1,-10,-2,-6,6,-4,·,2,-0.9
CO[C@@H]1CN(C)C(=O)c2ccc(NC(=O)Cc3ccccc3)cc2OC[C@@H](C)N(CC2CC2)C[C@@H]1C,15,-4,-1,9,18,4.2,2,-0.2
C[C@H]1CN([C@@H](C)CO)C(=O)Cc2cc(NC(=O)Nc3ccccc3)ccc2O[C@H]1CN(C)C(=O)Nc1ccc(F)cc1,·,-14,14,3,-20,-2.3,7,-1.0
C[C@@H]1CN([C@H](C)CO)C(=O)c2cccc(NC(=O)Nc3ccc(F)cc3)c2O[C@H]1CN(C)Cc1ccc2c(c1)OCO2,13,3,-7,9,-18,-2.1,1,-0.4
COc1ccc(C(=O)N(CCc2ccccc2)Cc2ccccc2)c(OC)n1,2,·,6,17,·,-0.1,0,0.3
C[C@@H]1CCCCO[C@H](CN(C)C(=O)c2ccccc2)[C@H](C)CN([C@@H](C)CO)C(=O)c2cc(NC(=O)CCC(F)(F)F)ccc2O1,-20,-8,-1,-7,-14,-1.7,-2,0.3
CCSc1nnc(NC(=O)CCNC(=O)c2ccccc2Cl)s1,-2,-1,11,5,-2,-3.0,-2,0.7
C[C@H](CO)N1C[C@H](C)[C@H](CN(C)C)Oc2c(NC(=O)Nc3ccc4c(c3)OCO4)cccc2C1=O,-11,0,-5,4,17,-0.3,3,-0.7
C[C@H]1CCCCO[C@@H](CN(C)C(=O)Cc2ccccc2)[C@@H](C)CN([C@@H](C)CO)C(=O)c2cc(NC(=O)c3ccncc3)ccc2O1,-59,·,13,-6,-3,0.7,0,0.0
CCN(CC)S(=O)(=O)c1ccc(NC(=O)c2cc(-c3ccccc3)nc3ccccc23)cc1,34,3,1,7,1,0.6,7,0.1
O=C(CCNC(=O)c1ccc(Br)cc1)NNC(=O)c1ccccc1,-9,-1,1,3,-14,-1.4,2,0.0
CCc1ccccc1NC(=O)Nc1cnccn1,10,12,5,-2,20,-1.1,-2,0.1
Cc1ccc(OCC(=O)N(Cc2ccccc2)C(C)C)c([N+](=O)[O-])n1,7,-8,·,·,14,·,·,0.3
O=C(Nc1ccc(Cl)cc1)Nn1cnc2ccccc2c1=O,-17,13,-2,-12,-1,-0.9,0,0.3
COc1ccc(NS(=O)(=O)c2ccc(C)c(C(=O)NCCCn3ccnc3)c2)cc1,10,·,-3,4,0,-4.0,4,0.4
COc1ccccc1C(=O)Nc1cc(C)ccc1NC(=O)c1ccco1,21,-11,-5,20,15,1.6,3,0.0
CCn1c2ccccc2c2cc(CC(N)=O)ccc21,14,-1,5,7,·,-1.9,4,0.0
COc1ccc(C(=O)NCc2nnc(SCC(=O)N3CCCCC3)o2)cc1,3,-4,·,-2,9,0.4,7,0.2
CCc1ccc(-c2cc(C)no2)cc1S(=O)(=O)Nc1cc(C)on1,-3,1,0,·,5,0.4,0,0.1
O=C1c2ccccc2NC(c2ccccc2)N1c1ccc(O)cc1 (stereo not drawn),·,-6,-2,·,16,·,2,·
CN(CC(=O)Nc1cccc(F)c1)C(=O)c1ccc2c(=O)n3c(nc2c1)CCC3,-2,7,-1,-4,4,-1.9,-4,0.1
CC(=O)c1cccc(S(=O)(=O)N2CCC(C(=O)O)(c3ccccc3)CC2)c1,10,-6,5,6,13,-1.5,9,0.1
O=C(N[C@@H]1CC[C@H](CCNS(=O)(=O)c2cccc(Cl)c2)O[C@H]1CO)c1ccccc1,1,-1,·,0,6,0.0,·,-0.6
O=C(CCN1CCN(CCO)CC1)Nc1ccccc1,8,-5,2,6,-3,0.3,3,0.0

# Carrying on.
SMILES,PAX8 reporter,ARNT-TACC3 inh,DENV2 CPE rescue,EWS-Fli block,INS-1E GSIS act,CFTR F508del cor,ERp5 block,Xi reactivation
O=[N+]([O-])c1ccccc1S(=O)(=O)N1CCN(Cc2ccsc2)CC1,-7,·,2,-9,-9,0.1,0,0.1
CC(C)N(C)C(=O)C(=O)c1cccn1-c1cccc(Cl)c1C#N,-15,1,·,7,3,-0.6,-1,0.3
C#Cc1cccc(Nc2nc(NCCOC)nc3ccsc23)c1,25,·,1,10,·,0.2,0,0.0
Cc1cc(OCC(=O)NCCc2ccc(Cl)cc2)c2c(C)cc(=O)oc2c1,28,21,-6,·,8,-3.8,-2,0.2
CO[C@@H]1CN(C)C(=O)c2ccc(NS(=O)(=O)c3cccc(F)c3)cc2OC[C@@H](C)N(Cc2cc(F)ccc2F)C[C@H]1C,12,8,-3,11,-20,-2.9,0,-0.4
Cc1cc(OC(C)C(=O)NCC(O)c2ccccc2)c2c(C)cc(=O)oc2c1 (stereo not drawn),-11,0,4,6,6,-0.8,-13,0.1
CCC(=O)N1[C@@H](CO)[C@@H](c2ccccc2)[C@@H]1CN(CC)C(=O)c1ccc(F)cc1,3,6,·,-1,18,6.5,·,0.0
CCOc1cnc(-c2c(-c3c(Cl)cccc3Cl)noc2C)o1,16,·,3,-3,-7,-0.2,2,0.0
COc1ccc(C(CNC(=O)c2ccc(NS(=O)(=O)c3ccc(F)c(C)c3)cc2)N(C)C)cc1 (stereo not drawn),-5,-1,-1,-5,-4,-2.5,-8,0.0
COc1ccc(NC(=O)Cn2nnc3sc4c(c3c2=O)CC(C)(C)OC4)cc1,-2,9,-11,-11,2,0.5,-1,-0.1

# Record cards, as listed above. Order of values: PAX8 reporter | ARNT-TACC3 inh | DENV2 CPE rescue | EWS-Fli block | INS-1E GSIS act | CFTR F508del cor | ERp5 block | Xi reactivation
# Shown for `COc1ccc(S(=O)(=O)Nc2ccc3c(c2)CC(=O)N([C@H](C)CO)C[C@@H](C)[C@@H](CN(C)S(=O)(=O)c2ccc(OC)cc2)O3)cc1` : -14 | 7 | ? | 11 | -1 | -3.1 | -1 | 0.1
# Shown for `O=C(Nc1ccccc1)c1cc(C2CCCCN2C(=O)c2cccs2)on1` (stereo not drawn) : -3 | · | -9 | -31 | -17 | -1.1 | -4 | 0.0
# Shown for `C[C@H]1CCCCO[C@@H](CN(C)C(=O)Cc2ccccc2)[C@@H](C)CN([C@@H](C)CO)C(=O)c2cc(NC(=O)c3ccncc3)ccc2O1` : -59 | · | 13 | -6 | -3 | 0.7 | 0 | 0.0
